Screening data: PubChem, National Center for Advancing Translational Sciences (NCATS)
D1 antag: Antagonist of Human D 1 Dopamine Receptor: qHTS | 3.2% of 360,000 active | D(1A) dopamine receptor (Homo sapiens), P21728 | HEK293 TREx D1 cells, calcium flux, dopamine EC80; hits give low values | activity change, negative = inhibition, % at 10 µM; in the data active means activity change below about -30%; further: on the % scale 0 is the no-effect control and ±100 the full control effect
Target sequence (P21728 whole entry, looked up): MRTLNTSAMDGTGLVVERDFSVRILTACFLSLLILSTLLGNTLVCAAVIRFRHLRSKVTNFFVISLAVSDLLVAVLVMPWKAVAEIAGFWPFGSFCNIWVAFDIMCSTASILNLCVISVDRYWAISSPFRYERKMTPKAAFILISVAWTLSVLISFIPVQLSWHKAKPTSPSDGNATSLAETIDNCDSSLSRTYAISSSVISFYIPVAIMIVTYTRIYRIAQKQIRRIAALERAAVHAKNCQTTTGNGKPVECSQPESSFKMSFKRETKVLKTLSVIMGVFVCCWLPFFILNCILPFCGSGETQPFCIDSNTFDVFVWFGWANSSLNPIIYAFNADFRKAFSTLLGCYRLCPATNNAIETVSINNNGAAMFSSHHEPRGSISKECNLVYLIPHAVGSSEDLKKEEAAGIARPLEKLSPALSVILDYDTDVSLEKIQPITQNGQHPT
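Tetracycline-induced HEK293 Trex D1 cells, force-coupled to calcium, dye-loaded; compounds added and read 180 s, then EC80 dopamine added and calcium flux tracked kinetically another 180 s.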
D2 agonist: HTS Assay for Allosteric Agonists of the Human D2 Dopamine Receptor: Primary Screen for Agonists; D(2) dopamine receptor (Homo sapiens), P14416; HEK293 T-REx D2 cells, calcium flux agonist mode; activation, % at 2 µM; 0.53% of 340,000 active;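 active means activation over 3 SD above normal in the single-dose calcium agonist read, cut at about 30% in these data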; further: 0% is about no effect
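Agonism is scored from calcium flux in a force-coupled, inducible HEK293 cell line expressing D2, read kinetically for 180 s after compound addition against dopamine controls.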
D2 PAM: HTS Assay for Positive Allosteric Modulators of the Human D2 Dopamine Receptor: Primary Screen for Potentiators. potentiation, % at 10 µM. 0.34% of 340,000 active. AID 485347, 2010. HEK293 T-REx D2, calcium flux, EC20 dopamine potentiation;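 active means potentiation over 3 SD above the plate norm, cut at about 30% in these data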; further: 0% is about no effect
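Tetracycline-induced HEK293 T-REx cells force-coupled to calcium signalling expressed D2; compounds were pin-added after a 10 s baseline, read kinetically 180 s, then an EC20 dopamine challenge followed with a further 180 s calcium read.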
RXFP1 antagonist: qHTS Assay for Antagonists of the Relaxin Receptor RXFP1. Relaxin receptor 1 (Homo sapiens), Q9HBX9. HEK293-RXFP1, relaxin-stimulated cAMP HTRF, 30 min; hits give low values. activity change, negative = inhibition, % at 57.5 µM. 0.59% of 350,000 active. AID 1259400, 2018;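 active means activity change of -60% or lower, but not beyond a set lower limit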; further: on the % scale 0 is the no-effect control and ±100 the full control effect
TRHR ag: qHTS for Small Molecule Agonists and Allosteric Enhancers of Human TRH Receptor: Primary Screen for Agonists; Thyrotropin-releasing hormone receptor (Homo sapiens), P34981; 0.18% of 360,000 active; activation, % at 2 µM; TRHR cells, calcium flux fluo-8, FDSS agonist mode; further: 0% is about no effect
Target sequence (P34981 whole entry, looked up): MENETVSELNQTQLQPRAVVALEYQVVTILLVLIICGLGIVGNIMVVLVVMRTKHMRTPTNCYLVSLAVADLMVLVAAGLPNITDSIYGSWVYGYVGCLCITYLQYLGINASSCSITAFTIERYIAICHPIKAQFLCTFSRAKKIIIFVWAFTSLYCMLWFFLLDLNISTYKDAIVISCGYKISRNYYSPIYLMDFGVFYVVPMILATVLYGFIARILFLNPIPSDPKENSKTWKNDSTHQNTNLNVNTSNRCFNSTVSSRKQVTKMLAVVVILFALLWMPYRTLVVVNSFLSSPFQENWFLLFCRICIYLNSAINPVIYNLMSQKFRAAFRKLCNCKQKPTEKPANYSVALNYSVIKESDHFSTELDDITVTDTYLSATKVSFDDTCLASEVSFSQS
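Steps: seed TRHR cells overnight; add fluo-8 no-wash Ca dye, RT 30 min–1.5 h; record 10 s baseline; pin-transfer compounds; monitor fluorescence 1 cycle/s for the agonist window. Calcium increases flag candidate agonists.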
TRHR PAM: qHTS for Small Molecule Agonists and Allosteric Enhancers of Human TRH Receptor: Primary Screen for Enhancers. enhancement, % at 2 µM. 0.66% of 360,000 active. Thyrotropin-releasing hormone receptor (Homo sapiens), P34981. TRHR cells, fluo-8 calcium fluorescence, EC20 TRH enhancement; in the data active means enhancement above about 30%; further: 0% is about no effect
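TRHR-expressing cells loaded with fluo-8 calcium dye were read kinetically (ex 480/em 530) during compound addition, then stimulated with an EC20 of TRH (10 nM final). Enhancement of the Gq-mediated intracellular calcium response was scored.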
D1 PAM: Potentiators of Human D1 Dopamine Receptor: qHTS | HEK293 TREx D1 cells, calcium flux, dopamine EC20 potentiation | potentiation, % at 10 µM | AID 504651, 2011 | 0.036% of 360,000 active | D(1A) dopamine receptor (Homo sapiens), P21728; in the data active means potentiation above about 30%; further: 0% is about no effect
D2 antag: HTS Assay for Allosteric Antagonists of the Human D2 Dopamine Receptor: Primary Screen for Antagonists; AID 485344, 2010; inhibition, % at 10 µM; HEK293 TREx D2 cells, calcium flux, dopamine EC80; 2% of 340,000 active; D(2) dopamine receptor (Homo sapiens), P14416; in the data active means inhibition above about 30%; further: 0% is about no effect
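Read-out: kinetic calcium fluorescence (1 cycle/s) in inducible HEK293 T-REx D2 cells after an EC80 dopamine addition that followed 180 s compound preincubation. Loss of the dopamine response indicates antagonism.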
D1 agonist: Allosteric Agonists of the Human D1 Dopamine Receptor: qHTS; HEK293 T-REx D1 cells, calcium flux, agonist mode; activation, % at 2 µM; 1% of 360,000 active; further: 0% is about no effect
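Tetracycline-induced HEK293 TREx D1 cells, force-coupled to calcium signalling, were dye-loaded with a no-wash calcium kit. Compound was pin-added after a 10 s baseline. Fluorescence was read kinetically at 1 cycle/s for 180 s, with calcium rises flagged as agonism.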
* = called active by the depositor; . = not tested or not shown; & = joins results of further samples. Unless noted, no stated cut-off is given here; in the data, active means activation above about 30%; inactive means the rest.

structure	D1 antag	D2 agonist	D2 PAM	RXFP1 antagonist	TRHR ag	TRHR PAM	D1 PAM	D2 antag	D1 agonist
CCOC(=O)Cc1nnc(NC(=O)Nc2ccccc2)s1	1	-0.1	-6	-16	0.3	2	8	12	1
COc1ccccc1NC(=O)CSCc1cc(=O)n2c(C)csc2n1	-25	0.1	-1	-6	1.4	5	-4	17	2
CC(C)C1Nc2ccc(C(=O)NCCCN3CCOCC3)cc2NC1=O (configuration not stated)	6	0.4	-2	0	0.2	3	2	25	1
COc1ccc(CCn2c(=N)c(C(=O)NCC3CCCO3)cc3c(=O)n4ccccc4nc32)cc1 (configuration not stated)	-21	-0.6	-7	-8	2.6	-3	1	10	1
CC(NC(=O)c1ccccc1NC(=O)c1nsc2ccccc12)c1ccccc1 (configuration not stated)	-5	-1.1	-2	-13	0.4	-7	-2	.	2
CC(=O)c1ccccc1NC(=O)COC(=O)c1ccc2c(c1)nc(C)n2-c1ccccc1	-3	-0.1	-4	.	-0.1	8	-1	-3	1
Cc1onc(-c2ccccc2)c1C(=O)NC(C)C1CCCO1 (configuration not stated)	-6	-0.7	9	-6	0.1	23	-1	-14	1
C=CCn1c(SCC(=O)NC2CC2)nc2ccccc2c1=O	-7	0.1	-8	-1	0.6	3	-2	-18	1
COc1ccc(S(=O)(=O)N2CCN(C(=O)c3ccc4ccccc4n3)CC2)cc1	8	0.1	-8	5	0.6	0	-7	-11	0
Cc1c(C)c2ccc(OCC(=O)N[C@@H](Cc3ccccc3)C(=O)O)cc2oc1=O	-1	1.0	2	-2	-0.1	10	2	-2	0
Nc1nc(SCC(=O)Nc2ccc3c(c2)OCO3)n[nH]1	10	1.3	7	-21	0.5	0	1	-5	7
COc1ccccc1NC(=O)COC(=O)c1cnc(C)cn1	13	-2.5	16	-24	-1.0	3	-4	-11	4

Single entries from the entries so far:
CC(NC(=O)c1ccccc1NC(=O)c1nsc2ccccc12)c1ccccc1 (configuration not stated) in TRHR PAM shows -7
COc1ccccc1NC(=O)CSCc1cc(=O)n2c(C)csc2n1 in D2 agonist shows 0.1
CCOC(=O)Cc1nnc(NC(=O)Nc2ccccc2)s1 in D1 agonist shows 1
Cc1c(C)c2ccc(OCC(=O)N[C@@H](Cc3ccccc3)C(=O)O)cc2oc1=O in D1 antag shows -1
COc1ccc(S(=O)(=O)N2CCN(C(=O)c3ccc4ccccc4n3)CC2)cc1 in D1 agonist shows 0

Next part.
structure	D1 antag	D2 agonist	D2 PAM	RXFP1 antagonist	TRHR ag	TRHR PAM	D1 PAM	D2 antag	D1 agonist
CCc1ccccc1N(CC(=O)NCC1CCCO1)C(=O)CCC(=O)Nc1cc(C)on1 (configuration not stated)	6	.	.	-9	-0.2	25	-4	.	1
CCc1noc(C)c1C(=O)N1CCOCC1	7	0.4	9	3	0.7	2	-4	1	1
CC1(C)CC(=O)C(C=NCC2CCCO2)=C(O)C1 (configuration not stated)	2	-1.0	-20	1	0.2	1	-8	12	2
O=C(NCc1cccnc1)C(=O)NCC1OCCCN1S(=O)(=O)c1ccc(F)cc1 (configuration not stated)	1	-0.3	0	4	-0.4	3	-3	-3	1
O=C(NCCN1CCOCC1)C12CC3CC(C1)CC(c1ccccc1)(C3)C2	-4	-0.5	1	-20	-0.1	-2	-3	38*	0
S=C(NCCc1ccccc1)NCC1CCCO1 (configuration not stated)	5	-0.5	-14	-5	-0.9	0	2	4	3
O=C(Cn1c(=O)sc2ccccc21)NCc1ccco1	-11	0.0	-3	-9	0.1	18	-3	8	3
COc1ccccc1N(CC(=O)NCCN1CCOCC1)S(=O)(=O)c1ccc(C)cc1	-7	-0.2	18	-25	-0.3	-4	1	16	5
COc1ccc(CCNC(=O)c2cc3c(=O)n4ccccc4nc3n(C3CCCCC3)c2=N)cc1OC	-7	-0.7	3	-26	1.1	-3	-5	8	1
NC(=O)CN1C(=O)NC2(CCOc3ccccc32)C1=O (configuration not stated)	-75*	1.5	2	-2	1.6	8	5	8	-2
CS(=O)(=O)c1cnc(-c2ccccc2)nc1-c1ccc(Cl)c(Cl)c1	10	0.2	8	8	0.1	-1	-8	0	2
CC1CCN(c2oc(Cc3cccc4ccccc34)nc2C#N)CC1	26	-0.1	2	11	0.7	-3	5	3	8
Cc1ccc(CC(=O)NCc2ccc3c(c2)OCO3)cc1	-20	-0.6	16	-9	-0.5	14	-3	-29	2
Cc1ccccc1C(=O)N1CCN(c2ccc(NC(=O)Cc3ccccc3)cc2)CC1	3	0.5	-4	0	-0.2	3	0	8	5
O=C(Cn1cc([N+](=O)[O-])cn1)Nc1nccs1	-15	0.8	5	-3	0.0	-5	1	14	4
Cc1ccccc1-n1c(=O)c2ccccc2n(CC(=O)NCc2ccco2)c1=O	-8	-0.2	-1	-2	1.3	4	-3	-5	2
Cc1ccc(/C=N/NC(=O)c2nc3nc(C)cc(C)n3n2)cc1	-19	1.0	12	4	-0.2	-1	-2	-3	3
COc1ccc(-n2nnnc2SCC(=O)Nc2ccccc2N2CCOCC2)cc1	5	-0.6	2	17	0.2	-1	3	-24	1
CCOc1ccc(Oc2nc(Nc3ccc(C)cc3)nc(N(C)C)n2)nn1	-2	0.2	10	1	-0.8	-2	2	-7	2
Cc1ccc2nc(-c3cccc(NS(C)(=O)=O)c3)cc(-c3ccccc3)c2c1	29	-1.8	-5	.	-0.1	7	8	13	12
O=C(NN1C(=O)C2C3C=CC(C4CC34)C2C1=O)c1cccc(Br)c1 (configuration not stated)	-3	0.3	-5	5	-0.5	-4	-3	-23	1
CCOC(=O)Cc1c(C)nc2c(-c3ccc(OC)c(OC)c3)c(C)nn2c1C	2	0.8	8	-29	-2.4	2	-2	.	0
Cc1nc2ccccc2n1-c1nc(-c2ccco2)cc(C(F)(F)F)n1	8	-0.1	-5	-7	0.7	1	-5	8	0
COc1ccc(N(CC(C)C)S(=O)(=O)c2nnc(NC(=O)c3cccs3)s2)cc1	-26	1.6	0	-4	0.5	12	-1	.	15
O=C(Nc1nnc(C2=COCCO2)o1)c1ccc(S(=O)(=O)N2CCCC2)cc1	25	-1.5	0	1	-0.1	0	-2	0	5
CC(C)N=c1scc(-c2cccs2)n1/N=C/c1ccc(O)c(O)c1O	-6	5.2	4	-63*	0.4	5	-3	-8	8
CCOC(=O)C1CCN(C(=O)c2ccc3c(=O)n4nc(Nc5cc(C)ccc5C)sc4nc3c2)CC1	-3&10	2.7&0.6	5&-4	-18&-12	-0.2&0.4	-8&5	-8&-1	0	12&8
COc1ccc(N(Cc2cc3cc(OC)ccc3[nH]c2=O)S(C)(=O)=O)cc1	5	-0.4	-5	-3	0.1	-10	-1	14	7
COc1ccc(-c2noc(CN3CCN(c4cccc(Cl)c4)CC3)n2)cc1	-4	-1.2	6	.	-1.8	3	-2	.	23
CC1CCN(S(=O)(=O)N2CCC(C(=O)NCc3cccs3)CC2)CC1	-8	-1.2	17	3	-1.1	13	1	-16	2
O=C(NC1CCCCC1)c1cc2cc(Br)ccc2o1	-8	-0.8	-14	-6	-1.1	6	3	3	4
Cc1cc(S(=O)(=O)Nc2cccc(O)c2)c(C)s1	-4	0.0	2	5	-0.7	22	-9	7	13
COc1ccc(C(=O)N[C@H](C(=O)NCc2ccccc2)C(C)C)cc1	22	-0.6	23	-2	-0.9	-1	5	-23	-2
CC(C)(C)NC(=O)NC(=O)CSc1nnc(COc2ccccc2Cl)o1	.	0.5	10	-8	-0.3	10	-3	-4	2
O=C(Cc1cccc(C(F)(F)F)c1)Nc1ccccc1	0	0.7	5	0	-0.9	3	-4	-50	5
CCn1c(SCC(=O)c2cc(C)n(-c3ccc(C(=O)OC)cc3)c2C)nnc1-c1cccnc1	-15	0.0	-13	-17	-0.7	-2	-15	-7	3

RXFP1 antagonist, entries above that show a hit.
compound,D1 antag,D2 PAM,RXFP1 antagonist,TRHR PAM,D1 PAM,D2 antag,D1 agonist
CC(C)N=c1scc(-c2cccs2)n1/N=C/c1ccc(O)c(O)c1O,-6,4,-63*,5,-3,-8,8

Next part.
structure	D1 antag	D2 agonist	D2 PAM	RXFP1 antagonist	TRHR ag	TRHR PAM	D1 PAM	D2 antag	D1 agonist
CCN(CCCNC(=O)CSc1cc(=O)n(C)c2ccccc12)c1ccccc1	-16	-0.2	-14	6	-0.1	-7	0	.	-1
Cc1ccc(S(=O)(=O)c2nnn3c2nc(N2CCCC2)c2sccc23)cc1	-3	0.3	-5	-10	0.1	-4	-3	.	1
CCCCCc1cc(=O)oc2c(C(CCN3CCCCC3)c3ccc(OC)cc3)c(OC)cc(OC)c12 (configuration not stated)	-17	-0.2	-13	.	0.0	6	-2	-8	11
Cc1cc(C(=O)CSc2nncs2)c(C)n1-c1ccc2c(c1)OCO2	-9	8.3	10	4	0.0	15	-3	18	3
CC1c2cc3c(cc2CCN1CC(=O)Nc1ccc(S(=O)(=O)N2CCCC2)cc1)OCCCO3 (configuration not stated)	2	1.6	14	5	0.3	-4	-1	-10	6
CCc1ccc(CNC(=O)c2cc(=O)[nH]c3ccc(S(=O)(=O)N4CCCCC4)cc23)cc1	-1	0.0	-9	-10	-0.7	-3	2	.	-2
CC1CCC2(CC1)NC(=O)N(CC(=O)NCc1ccc3c(c1)OCO3)C2=O (configuration not stated)	3	-0.2	10	5	0.6	3	-1	-4	0
COc1ccccc1N(C(=O)c1snc(C(N)=O)c1N)C(C(=O)NC1CCCCC1)c1cccc(OC)c1OC (configuration not stated)	-7	-1.3	6	-13	-2.0	-4	0	7	10
N#C/C(=C\c1ccc(F)cc1F)S(=O)(=O)c1ccccn1	-2	-0.9	0	-3	0.4	-3	-4	-14	1
O=C(CSc1nnc2ccc(-c3ccccn3)nn12)Nc1ccc(F)cc1F	9	0.1	-2	-8	-0.4	2	-3	13	0
O=C(O)CCCn1nc(-c2ccccc2)c2ccccc21	11	-1.4	10	11	0.0	-5	-5	-15	-2
Cc1ccccc1NC(=O)N1CCc2c(sc3c2CCCC3)C1c1ccccc1 (configuration not stated)	-21	19	-10	-7	1.7	10	-1	.	3
CC(=O)Nc1ccc(S(=O)(=O)c2ccc(N)cc2)cc1	0	-0.6	-8	.	-0.9	10	-4	-26	-1
CCOc1cccc2cc(-c3cn4cc(C)ccc4n3)c(=O)oc12	-13	0.5	2	8	-0.1	8	-2	-5	3

No enrichment for hits; any-hit rate near 7.3%.
